Bioassay records: PubChem BioAssay, National Center for Advancing Translational Sciences (NCATS)
BAZ2B block = qHTS Assay for Inhibitors of BAZ2B; Potency, µM (doses to about 114 µM), without a hit: at the top dose activity change, negative = inhibition, hits mostly inhibitors; Bromodomain adjacent to zinc finger domain protein 2B (Homo sapiens), Q9UIF8; actives 4.4% (n = 360,000); AlphaScreen BAZ2B-H3K14Ac peptide displacement; note: % is set by controls: 0 for no effect and ±100 for the full control effect; nearly all actives have a fitted effect of over 60% in size
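Protein-peptide AlphaScreen: BAZ2B 50 nM, b-H3K14Ac 50 nM, 1x PBS pH 7.4 + 0.01% Tween-20. Preincubation 30 min RT; cpd 30 min RT (top 110 uM); beads 20 min RT, light-protected.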
HP1b chromo inh = HTS for Inhibitors of HP1-beta Chromodomain Interactions with Methylated Histone Tails; actives 0.56% (n = 390,000); AID 540317, 2011; Potency, µM (highest dose often 114 µM), inactives show at the top dose activity change, negative = inhibition, actives largely listed as inhibitors; AlphaScreen HP1-beta / biotin-H3K9me3 peptide binding; Chromobox protein homolog 1 (Homo sapiens), P83916; note: nearly all actives have a fitted effect of over 70% in size; inactives centre near 23
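Compound inhibition of the preformed complex between 50 nM HP1-beta and 50 nM biotinylated H3K9me3 peptide was read by AlphaScreen. Buffer was PBS pH 7.4 with 0.01% Tween-20. Incubations ran 30 min at room temperature, with 10 ug/mL donor/acceptor beads.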
Tb PGK inh = qHTS Assay to Find Inhibitors of Phosphoglycerate Kinase; PGK/GAPDH coupled, Kinase-Glo luminescence, 60 min; Potency, µM (titrated, usually from 57.5 µM), for the others: at the highest dose activity change, negative = inhibition, most hits filed as inhibitors; actives 0.043% (n = 380,000); note: % is set by controls: 0 for no effect and ±100 for the full control effect; nearly all actives have a fitted effect of over 60% in size
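Recombinant glycosomal PGK reaction used 1,3-bisphosphoglycerate generated in-well by GAPDH (100nM final) in 100mM TEA pH 7.6, 5mM MgCl2, 0.01% Tween-20. After 60 minutes at room temperature, ATP was read by Kinase-Glo Plus luminescence end-point.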
BLM inh = qHTS Assay for Inhibitors of Bloom's syndrome helicase (BLM); RecQ-like DNA helicase BLM (Homo sapiens), P54132; recombinant BLM DNA unwinding, fluorescence dequenching; Potency, µM (series often up to 56.1 µM), for inactives: at the highest dose activity change, negative = inhibition, hits mostly inhibitors; actives 0.2% (n = 350,000); AID 2528, 2010;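 note: plate controls were vehicle for no effect and no enzyme for full effect; nearly all actives have a fitted effect of over 35% in size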
GLS inhibitor = qHTS for Inhibitors of Glutaminase (GLS) | Potency, µM (top dose mostly 45.5 µM), for the others: top-dose activity change, negative = inhibition, hits mostly inhibitors | Glutaminase kidney isoform, mitochondrial (Homo sapiens), O94925 | GLS enzymatic activity, qHTS titration | actives 0.21% (n = 410,000) | AID 624170, 2012; note: % is set by controls: 0 for no effect and ±100 for the full control effect
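Coupled fluorescence readout: glutamate oxidase/HRP/Amplex Red detect glutamate formed by hKGA from L-glutamine (1 mM solution added). Buffer 45 mM KH2PO4 pH 8.2, 0.02% Tween-20; reads at t0 and 30 min RT.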
G9a inh = qHTS Assay for Inhibitors of Histone Lysine Methyltransferase G9a; Histone-lysine N-methyltransferase EHMT2 (Homo sapiens), Q96KQ7; G9a H3K9 monomethylation, AlphaScreen, 2 h; Potency, µM (top dose mostly 102 µM), for the others: top-dose activity, negative = inhibition, most hits filed as inhibitors; actives 8.8% (n = 350,000); AID 504332, 2011; note: % is set by controls: 0 for no effect and ±100 for the full control effect; nearly all actives have a fitted effect of over 75% in size
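Compounds were preincubated with 20 nM G9a for 15 min, after which biotinylated H3K9 peptide (500 nM) and SAM (20 uM) started a 2 h room-temperature reaction. Monomethylated product was quantified by antibody-based AlphaScreen chemiluminescence.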
Pol iota inh = qHTS for Inhibitors of Polymerase Iota | DNA polymerase iota (Homo sapiens), Q9UNA4 | Potency, µM (top dose mostly 115 µM), for the others: at the highest dose activity, negative = inhibition, most hits filed as inhibitors | actives 1% (n = 390,000) | Pol iota fluorescent replication assay, 10 min
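Fluorescent replication assay read twice, at 0 min and 10 min after adding 50 nM (final) substrate. Enzyme (10 nM) and compounds were first incubated 15 min at room temperature; enzyme-free buffer wells were negative controls.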
JMJD2A Tudor inh = qHTS Assay for Inhibitors of JMJD2A-Tudor Domain; Lysine-specific demethylase 4A (Homo sapiens), O75164; AlphaScreen JMJD2A-Tudor / H3K4me3 peptide binding; Potency, µM (highest dose often 114 µM), inactives show at the top dose activity change, negative = inhibition, hits mostly inhibitors; actives 4.4% (n = 390,000); AID 504339, 2011; note: % is set by controls: 0 for no effect and ±100 for the full control effect; nearly all actives have a fitted effect of over 50% in size
Pin1 inhibitor = qHTS Assay to Find Inhibitors of Pin1. actives 0.009% (n = 390,000). Pin1 FP peptide displacement, HiFluor488, 10 min. AID 504891, 2011. Potency, µM (doses to about 115 µM), without a hit: top-dose activity, negative = inhibition, usual class: inhibitors. Peptidyl-prolyl cis-trans isomerase NIMA-interacting 1 (Homo sapiens), Q13526; active = well fitted inhibition curve with a large enough effect in the polarisation, with a control signal flat, not every such curve was filed as active; inconclusive = small, poorly fitted or top-dose-only effect, or effect the other way, or a change in a side signal; inactive = no such curve, though single readings can be large or run the other way; the % refers to the polarisation; note: % is set by controls: 0 for no effect and ±100 for the full control effect
* hit, by the source's call; i = inactive; ? = inconclusive; . = not tested or not shown; & = joins results of further samples; [ ] = dose if it differs, or a comment. Unless noted, calls come from the whole dose curve; as a rule, active = well fitted curve in the direction sought with a large enough effect; inconclusive = small, poorly fitted or top-dose-only effect, or another doubt; inactive = no such curve, though single readings can be large; an effect the other way counts as inactive or inconclusive. Potency is the fitted concentration of half-maximal effect. Some of the compounds tested, so the mix of outcomes need not match the whole.

Sample of the layout, 2 compounds:
SMILES | BAZ2B block | HP1b chromo inh | Tb PGK inh | BLM inh | GLS inhibitor | G9a inh | Pol iota inh | JMJD2A Tudor inh | Pin1 inhibitor
Cn1c(=O)cc(SCC(=O)NCc2cccnc2)c2ccccc21 | 12% | 29% | i | 6% | -3% | 17%[59 µM] | 14% | 1% | -1%
Cc1ccccc1C(=O)Nc1c(-c2cccs2)c(=O)c2ccccc2n1C | -2% | 48%[activator] | -7% | 0% | -10% | -37% | -13% | -11% | 3%

Results, from the start:
SMILES | BAZ2B block | HP1b chromo inh | Tb PGK inh | BLM inh | GLS inhibitor | G9a inh | Pol iota inh | JMJD2A Tudor inh | Pin1 inhibitor
Cn1c(=O)cc(SCC(=O)NCc2cccnc2)c2ccccc21 | 12% | 29% | i | 6% | -3% | 17%[59 µM] | 14% | 1% | -1%
Cc1ccccc1C(=O)Nc1c(-c2cccs2)c(=O)c2ccccc2n1C | -2% | 48%[activator] | -7% | 0% | -10% | -37% | -13% | -11% | 3%
Cc1ccc(S(=O)(=O)N2CCc3cc(C(=O)Nc4c(C)cccc4C(C)C)ccc32)cc1 | -13% | 26% | 0% | 0% | -1% | 7%[59 µM] | 45%[activator] | -11% | 8%
O=C(c1ccco1)N1CCN(Cc2cc(=O)c(OCc3cccc(F)c3)co2)CC1 | -3% | 39% | 10% | . | 2% | -44% | 61%[activator] | -4% | 0%
O=C1C(CSCc2ccccc2)NC(=S)N1c1ccccc1 (stereo not given) | 0% | 85%[activator] | -1% | 0% | -3% | 40%[12.7 µM] | 4% | -17% | 3%
CCCOCc1cc(CN2CCN(c3ccccc3OC)CC2)c(O)c2ncccc12 | 4.5µM* | -14% | 1% | 2% | 12% | ? | 3% | 20µM* | -3%
Nc1c(N2CCCCC2)c(=O)[nH]c(=O)n1-c1ccccc1 | 0% | 31% | i | 0% | 3% | 17%[12.7 µM] | 2% | -1% | 5%
CCc1ccc(Oc2coc3cc(OC(=O)c4cc5ccccc5oc4=O)ccc3c2=O)cc1 | -5% | 48%[activator] | -3% | 3% | -2% | 23%[59 µM] | ? | -1% | 6%
COCCCn1c(C)c(C(C)=O)cc(NC(=O)c2ccccc2)c1=O | -4% | 0% | 4% | -1% | 24% | 14% | 68%[activator] | 1% | -3%
COc1ccc(/C=C/C(=O)Nc2cccc(S(=O)(=O)NC3=NCCCCC3)c2)c(OC)c1 | -4% | 6% | 8% | . | 0% | -7%[59 µM] | 3% | -15% | 7%
COc1cc2c(cc1OC)CN(C(=O)c1cccc([N+](=O)[O-])c1)CC2 | -11% | -9% | -1% | -4% | ? | 19%[12.7 µM] | 203%[activator] | 50µM* | -2%
O=P(O)(O)c1cc(-c2ccccc2)oc1-c1ccccc1 | -19% | 16% | -1% | 2% | 2% | ? | 31%[activator] | -24% | ?
Cc1cc(NC(=O)c2cccs2)ncc1NC(=O)C(C)(C)C | -3% | 20% | -12% | -7% | -8% | -3% | 20% | -17% | 3%
COc1ccc(-c2csc3ncnc(Oc4ccc5c(C)cc(=O)oc5c4)c23)cc1 | ? | 39% | -4% | ? | 1% | ? | 7% | -12% | -4%
COc1ccc(Cn2c(CCC(=O)Nc3cccc(Cl)c3)nc3cccnc32)cc1 | -2% | 11% | 1% | -5% | 5% | -2%[59 µM] | ? | -5% | 4%
Cc1nnc(Nc2ccc(O)cc2)[nH]c1=O | -26% | 4% | -7% | -2% | 26% | 50µM* | ? | -11% | 3%
COc1cc(/C=N/Nc2nc(C)cc(=O)[nH]2)ccc1OC(=O)c1cccnc1 | . | 114%[activator] | -3% | 0% | -8% | 14% | 11% | -31% | ?
Cc1cc(C(=O)O)ccc1[N+](=O)[O-] | -31% | 26% | 1% | . | 1% | 3%[0.501 µM] | -24% | -16% | -17%
COc1cccc(NC(=O)COc2ncnc3sc(C)c(C)c23)c1 | -4% | 12% | 0% | -1% | 7% | 5%[59 µM] | 4% | -16% | 7%
COc1cc(C(=O)O[C@H]2CC(C)=CC[C@@]3(C)CC[C@@](O)(C(C)C)[C@H]23)ccc1O | -16% | 2% | -8% | -17% | 9% | -2% | 18% | -35% | -2%
CCn1c(SCC(=O)Nc2nccs2)nnc1-c1ccco1 | -16% | 2% | -9% | -4% | 4% | . | 57%[activator] | -8% | -5%
CCc1ccc(-n2c(O)cnc2Nc2nc(C)cc(C)n2)cc1 | 3% | 26% | -2% | 2% | 4% | -10% | -9% | -4% | -1%
CN1CCN(C(=O)CN2C(=O)CC(C)(C)S(=O)(=O)c3ccccc32)CC1 | 3% | 15% | . | -4% | 9% | 8% | 14% | -18% | -1%
CC(C)(C)c1ccc(OCCCC(=O)NNC(=O)c2ccccc2O)cc1 | -1% | 33% | -8% | . | 0% | 9% | ? | -23% | 4%
CN(C)CCCNc1ccc(-c2cc(Nc3cccc(Cl)c3)ncn2)cn1 | -26% | 36% | -8% | 0% | 12% | -4%[12.7 µM] | 4% | -9% | -9%
CCSc1nc2sc3c(c2c(=O)[nH]1)CCCC3 | -2% | 20% | -4% | -9% | 1% | 1%[59 µM] | 25% | 5% | -1%
COc1ccccc1-c1cc(C(=O)Nc2cccnc2Cl)no1 | 1% | 30% | -1% | 0% | 3% | -12%[59 µM] | -17% | -8% | 2%
Cn1nc(C(F)(F)F)c2cc(NC(=O)OCc3ccc(F)cc3)sc21 | 1% | 40% | -6% | -14% | 1% | 12%[0.0925 µM] | -7% | -5% | 5%
COc1ccc(N2CCN(Cc3cc(=O)c(OCC(=O)NC4CCCC4)co3)CC2)cc1 | 9% | 9% | 11% | . | 32% | 56µM* | 12% | -12% | -5%
COc1cc(Cl)ccc1OCc1cc(C(=O)N2CCN(C)CC2)no1 | -17% | 64%[activator] | -2% | 4% | -4% | 16% | -9% | -20% | -9%
Cc1ccc(CN2CCN(C3CCN(S(=O)(=O)c4ccc(C)cc4)CC3)C(=O)C2=O)cc1 | -14% | 21% | 6% | -2% | 0% | -5%[59 µM] | 39%[activator] | -14% | 0%
Cc1cc(C(=O)NCC(=O)OCC(=O)NCC2CCCO2)ccc1[N+](=O)[O-] (stereo not given) | 3% | 29% | 7% | . | 5% | 17%[2.33 µM] | 8% | -12% | -4%
COc1ccc(-c2cc(C(F)(F)F)n3ncc(C(=O)NCc4ccco4)c3n2)cc1 | -2% | 39% | -1% | -5% | 2% | 3%[59 µM] | -3% | -10% | ?
O=C(Cn1c(=O)oc2ccccc21)N1CCN(c2ccc(N3CCOCC3)nn2)CC1 | 0% | 19% | 0% | 1% | 3% | 0% | 28% | -11% | 1%
COc1ccc(/C=C/C(=O)OCC(=O)c2c[nH]c3ccccc23)cc1 | 9% | 25% | -3% | . | 0% | ? | 20% | -18% | 14%
COc1ccc(CC(=O)OC(C)CN2CCCC2)cc1 (stereo not given) | ? | 12% | -6% | -1% | 3% | 11%[59 µM] | ? | -2% | -3%
COc1ccc(OCC(=O)Nc2ccc3c(c2)C(=O)NC3=O)cc1 | -2% | 23% | 0% | -6% | -6% | . | -13% | -23% | 3%
Cn1nc(-c2ccc(Cl)cc2)c2cc(C(=O)N3CCOCC3)sc21 | 11% | 41%[activator] | -3% | -6% | 1% | -13% | -3% | -6% | 11%
Cc1ccccc1S(=O)(=O)N1C[C@H]2CON(C)[C@H]2C[C@H]1c1cccc(Oc2ccccc2)c1 | . | 11% | 7% | . | -4% | . | 3% | -16% | ?
Cc1ccc(-n2ccc(-c3nn(-c4ccccc4)ccc3=O)n2)cc1 | -15% | 38% | 3% | -1% | -5% | 12%[12.7 µM] | 44%[activator] | -15% | -1%
Cc1cc(C)cc(N(CC(=O)Nc2ccc(C(F)(F)F)cc2)S(=O)(=O)c2c(C)[nH]c(=O)[nH]c2=O)c1 | -22%&-21% | 6%[57 µM] | 7%&-10% | -7%&-6% | 12%&2% | 25µM* | 27%&-11% | -26%&-8% | ?
O=C(Nc1ccccc1)Nc1ccno1 | -3% | 18% | -4% | -2% | 2% | . | 160%[activator] | -4% | 0%
CCOc1ccc(-c2n[nH]c(=S)n2/N=C/c2cc3c(cc2[N+](=O)[O-])OCO3)cc1 | -38% | 7% | i | -4% | 11% | ? | ? | 18µM* | 1%
Cc1c(N(C(=O)c2cnccn2)C2(C(=O)NC3CCCC3)CCCCC2)c(=O)n(-c2ccccc2)n1C | -6% | 38% | -3% | -2% | 5% | ? | 81%[activator] | 4% | 3%
Nc1ccc(C(=O)N/N=C/c2ccccc2)cc1 | -11% | 43%[activator] | -9% | -1% | 20% | 25% | 14% | 4% | 5%
COCCn1c(SCC(=O)Nc2c(C)n(C)n(-c3ccccc3)c2=O)nc2ccccc2c1=O | -7% | 56%[activator] | -1% | . | -1% | 9%[12.7 µM] | 24% | -15% | -3%
COc1ccc(C(=O)NC(=S)Nc2cc3oc4ccccc4c3cc2OC)cc1 | -5% | 11% | i | 1% | -3% | ? | 1% | -10% | 0%
C[C@H](CO)N1C[C@H](C)[C@@H](CN(C)Cc2ccc(Oc3ccccc3)cc2)Oc2c(NS(=O)(=O)c3cn(C)cn3)cccc2C1=O | . | -8% | -2% | . | -8% | . | -1% | ? | -3%
